ALOX12 inh: ALOX12 (human) lipoxygenase inhibition | purified 12hLO, xylenol orange hydroperoxide absorbance | Potency, µM (top dose mostly 108 µM), for inactives: at the highest dose activity change, negative = inhibition, usual class: inhibitors | 580,000 compounds, 1.1% hits | P18054; also: potency is read from the fitted curve at half-maximal effect; % is scaled to controls: 0 for no effect and ±100 for the full control effect
Target sequence (P18054 whole entry, looked up): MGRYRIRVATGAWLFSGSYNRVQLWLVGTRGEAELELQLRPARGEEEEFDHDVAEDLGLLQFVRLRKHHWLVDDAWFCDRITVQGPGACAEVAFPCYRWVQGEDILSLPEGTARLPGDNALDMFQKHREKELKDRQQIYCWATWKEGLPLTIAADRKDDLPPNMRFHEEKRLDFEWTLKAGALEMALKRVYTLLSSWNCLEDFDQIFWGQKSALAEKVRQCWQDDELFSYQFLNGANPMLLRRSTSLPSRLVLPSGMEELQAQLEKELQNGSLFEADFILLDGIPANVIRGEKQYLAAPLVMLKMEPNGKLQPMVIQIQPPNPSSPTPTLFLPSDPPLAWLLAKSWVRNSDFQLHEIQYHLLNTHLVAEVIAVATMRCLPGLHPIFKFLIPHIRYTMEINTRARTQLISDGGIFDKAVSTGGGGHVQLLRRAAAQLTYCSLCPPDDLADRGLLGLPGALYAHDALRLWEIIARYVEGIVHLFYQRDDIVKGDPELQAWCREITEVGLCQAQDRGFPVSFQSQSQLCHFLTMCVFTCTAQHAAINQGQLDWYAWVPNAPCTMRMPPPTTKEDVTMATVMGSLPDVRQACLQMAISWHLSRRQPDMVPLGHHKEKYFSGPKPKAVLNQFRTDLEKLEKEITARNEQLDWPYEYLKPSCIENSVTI
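Purified human 12hLO at 150 nM in 25 mM Hepes, 0.01% Triton X-100, pH 7.0, preincubated 15 min at room temperature with compound. Reaction started with 40 uM arachidonic acid, 30 min at room temperature. Hydroperoxide measured by Fe-xylenol orange, 573/405 nm absorbance ratio.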
ERG-DNA inh: inhibitors of human ERG Ets domain-DNA interaction; AID 624246; Potency, µM (series often up to 76.9 µM), inactives show at the highest dose FP activity, negative = inhibition, actives largely listed as inhibitors; fluorescence polarization, His-ERG Ets domain / labelled DNA; 370,000 compounds, 0.028% hits; active = well fitted inhibition curve with a large enough effect in the polarisation, with a control signal flat; inconclusive = small, poorly fitted or top-dose-only effect, or effect the other way, or a change in a side signal; inactive = no such curve, though single readings can be large or run the other way; the % refers to the polarisation;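 also: polarization taken with two DNA probes labelled with fluorescein and Texas red; potency is read from the fitted curve at half-maximal effect; % of control where 0% means no effect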
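His-tagged ERG Ets domain (1 uM in the protein solution; 300mM KCl, 50mM Tris-HCl, 1mM EDTA, 1mM DTT, pH 7.5) received compound, then a probe mix of 5 nM fluorescein-DNA and 100nM Texas-615-DNA. Fluorescence polarization was read for both dyes.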
Vif-APOBEC3G blk: inhibitors of Vif-APOBEC3G interaction. AID 602310. 410,000 compounds, 0.076% hits. Q9HC16. Potency, µM (highest dose often 46.1 µM), for the others: at the top dose activity, negative = active, usual class: inhibitors. HeLa A3G-eYFP + Vif (tagged APOBEC3G with the HIV-1 protein that degrades it), YFP fluorescence, overnight;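 also: potency is read from the fitted curve at half-maximal effect; % is scaled to controls: 0 for no effect and ±100 for the full control effect; nearly all actives have a fitted effect of over 60% in size; hits raise eYFP signal because A3G escapes Vif-driven loss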
Target sequence (Q9HC16 whole entry, looked up): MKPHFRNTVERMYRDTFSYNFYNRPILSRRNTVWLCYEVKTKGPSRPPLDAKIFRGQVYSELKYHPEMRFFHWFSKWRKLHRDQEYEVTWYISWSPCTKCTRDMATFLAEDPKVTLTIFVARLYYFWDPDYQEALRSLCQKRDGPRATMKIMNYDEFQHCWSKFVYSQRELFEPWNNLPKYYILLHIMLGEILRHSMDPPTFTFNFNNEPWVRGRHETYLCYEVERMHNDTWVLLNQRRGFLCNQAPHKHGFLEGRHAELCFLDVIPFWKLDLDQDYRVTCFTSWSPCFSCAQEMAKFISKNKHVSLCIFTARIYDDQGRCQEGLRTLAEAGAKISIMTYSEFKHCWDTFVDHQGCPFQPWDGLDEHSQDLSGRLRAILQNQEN
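HeLa cells stably expressing Vif and C-terminally eYFP-tagged A3G, seeded overnight at 37 deg C, then exposed to compound by pintool overnight at 37 deg C. Rise in yellow fluorescence (Ex 488/Em 500-530, Acumen) marks blocked Vif-driven A3G degradation.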
Vif-A3F inh: inhibitors of Vif-A3F interaction; HeLa A3F-eYFP + Vif (tagged APOBEC3F with the HIV-1 protein that degrades it), YFP fluorescence increase; Potency, µM (highest dose often 46.1 µM), for inactives: at the top dose activity, negative = active; 390,000 compounds, 0.2% hits; AID 602313; also: potency is read from the fitted curve at half-maximal effect; % of control where 0% means no effect; nearly all actives have a fitted effect of over 65% in size
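HeLa cells stably expressing Vif plus C-terminally eYFP-tagged A3F were seeded, incubated overnight at 37 deg C, dosed with compound, incubated overnight again at 37 deg C. Yellow fluorescence (Ex 488/Em 500-530) reported blocked Vif-mediated A3F-eYFP degradation.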
RGS4 inhibitor: blocks human RGS4-accelerated GTP hydrolysis; P49798; Transcreener GDP fluorescence polarization, RGS4-accelerated GTP hydrolysis; Potency, µM (doses to about 114 µM), for the others: at the top dose activity change, negative = inhibition, hits mostly inhibitors; 390,000 compounds, 0.039% hits; AID 504845; also: potency is read from the fitted curve at half-maximal effect; % is scaled to controls: 0 for no effect and ±100 for the full control effect; nearly all actives have a fitted effect of over 75% in size; some results filed as inactive show a strong effect at the top dose
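MLSMR compounds (23 nl, pin-transferred) preincubated 10 min at room temperature with a 500nM (2x) first reagent, then RGS4 at 900nM (2x) plus Transcreener GDP mix added; fluorescence polarization (620/688 nm) read before and after 90 min at 30 °C.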
D2 antag: antagonists of human D2 dopamine receptor; AID 485344; HEK293 TREx D2 cells, calcium flux, dopamine EC80; 340,000 compounds, 2% hits; inhibition, % at 10 µM; in the data active = inhibition above about 30%; also: 0% is about no effect
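Overnight-induced (tetracycline, 30 C) HEK293 T-REx cells carrying force-coupled D2 receive a no-wash calcium dye, then compound, then EC80 dopamine at 180 s; signals are read kinetically throughout.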
D2 ag: activates the human D2 dopamine receptor; P14416; HEK293 T-REx D2 cells, calcium flux agonist mode; activation, % at 2 µM; 340,000 compounds, 0.53% hits; AID 485358;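 active = activation over 3 SD above normal in the single-dose calcium agonist read, cut at about 30% in these data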; also: 0% is about no effect
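Agonism is scored from calcium flux in a force-coupled, inducible HEK293 cell line expressing D2, read kinetically for 180 s after compound addition against dopamine controls.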
Glioma ERSR ind: induces the endoplasmic reticulum stress response in human glioma cells; U87-MG GRP78 promoter luciferase reporter, 16 h; Potency, µM, inactives show at the highest dose activation, most hits filed as activators; 420,000 compounds, 0.02% hits; AID 602332; also: potency is read from the fitted curve at half-maximal effect; series mostly up to about 76 µM; % of control where 0% means no effect; nearly all actives have a fitted effect of over 35% in size
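ERSR induction read as luciferase luminescence (Bright-Glo, 10 min at room temperature) in stably transfected human U87-MG glioma cells exposed to compounds for 16 h, using GRP78 as sensor.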
LDHA block: blocks human lactate dehydrogenase A. AID 1347041. P00338. 480,000 compounds, 0.15% hits. purified LDHA, NADH/diaphorase-resazurin fluorescence; hits give low values. activity change, % (values are at about 110 or 230 µM); in the data active = activity change below about -30%; inconclusive = mostly about -25% to -30%;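 also: plate controls were DMSO wells for no effect and wells without enzyme for full effect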
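Remaining NADH was detected by diaphorase (0.133 mg/mL) converting 37 µM resazurin to fluorescent resorufin, read at 0 and 20 minutes. The preceding 5-minute room-temperature reaction used 2 nM LDHA, 0.2 mM sodium pyruvate and 0.06 mM NADH at pH 7.4.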
* hit, by the source's call; ? = inconclusive; nt = no result given; & = joins results of further samples; [ ] = dose if it differs, or a comment. Unless noted, calls follow the shape of the dose curve; as a rule, active = well fitted curve in the direction sought with a large enough effect; inconclusive = small, poorly fitted or top-dose-only effect, or another doubt; inactive = no such curve, though single readings can be large; an effect the other way counts as inactive or inconclusive. A portion of the library; the hit share may differ from the screen's.

no.	compound	ALOX12 inh	ERG-DNA inh	Vif-APOBEC3G blk	Vif-A3F inh	RGS4 inhibitor	D2 antag	D2 ag	Glioma ERSR ind	LDHA block
1	C=C(C)C(=O)N1CC2(CC(c3cccc(NC(=O)/C=C\C)c3)=NO2)C[C@H]1C(N)=O (some centres undefined)	-28%	14%	0%	-8%	-1%	19	-0.7	-3%	4
2	CCCn1c(SCC(=O)NCc2ccco2)nnc1-c1ccncc1	-2%	-13%[15.4 µM]	1%	-1%	-11%	-29	-0.3	-4%	-3
3	COc1ccccc1NC(C)C(=O)Nc1ccc(C(C)=O)cc1 (centres undefined)	-4%	nt	-1%	-1%	-18%	-4	-0.5	-1%	1
4	COCCNC(=S)Nc1ccc2nsnc2c1	-12%	-11%	-6%	4%	-39%	-6	-0.7	7%	19
5	O=c1[nH]c(-c2ccc(Cl)cc2)cs1	-16%	-6%	-2%	-2%	26%	-8	0.1	0%	-10
6	Cc1ccc(C(=O)OCC(=O)Nc2sc3c(c2C#N)CCC3)cc1	2%	-2%	0%	-10%	1%	30	0.6	-2%	-8
7	Cc1ccc(CNS(=O)(=O)c2c(C)[nH]c(C)c2C(=O)N2CCCCC2)o1	1%	13%	1%	1%	4%[11.4 µM]	4	0.2	-6%	-3
8	O=C(NCCOc1ccc(F)cc1)C1CCN(S(=O)(=O)c2ccccc2)CC1	12%	-11%	-7%	4%	-23%	-16	-0.4	-5%	-2
9	CN(CC(=O)Nc1cccc(F)c1)C(=O)c1ccccc1OCC(=O)Nc1cccc(C(F)(F)F)c1	1%	2%	1%	-5%	9%	-4	0.4	-3%	-4
10	O=S(=O)(NC1CC1)c1ccc(S(=O)(=O)N2CCCC3(CCCCC3)C2)cc1	-5%	-2%	-12%	1%	-12%	12	1.1	-2%	-12
11	C=C(C)C(=O)NNc1ccccc1	-3%	37%[activator]	-4%	-27%	-24%	0	0.6	-2%	0
12	CC(C)OC(=O)CSc1nnc(-c2cnccn2)n1-c1ccccc1	-9%	-2%	-2%	2%	-15%	nt	nt	-2%	-5
13	CCC(=O)Nc1nonc1-c1nc2ccccc2n1CCC(C)C	2%	-3%	-10%	-13%	21%	-19	-1.6	-4%	1
14	CC(C)(C)c1cc(CN2CCN(CCO)CC2)cc(C(C)(C)C)c1O	?	-4%	0%	1%	2%	3	0.5	-6%	-1
15	N#Cc1nc(-c2cccc3ccccc23)oc1NCC1CCCO1 (centres undefined)	0%	-9%	0%	8%	21%	-2	-0.4	2%	0
16	COc1ccc(NS(=O)(=O)c2ccc(C(=O)NCC3(N4CCOCC4)CCCCC3)cc2)cc1	-15%	6%	2%	4%	-8%	nt	nt	-3%	2
17	CCCCN(C(=O)CNC(=O)c1ccco1)C(C(=O)NC1CCCC1)c1ccc(OC)cc1 (centres undefined)	-22%	-9%	-5%	7%	-5%	-2	0.8	-2%	-3
18	COc1cc([N+](=O)[O-])c(C(=O)N2CCOCC2)c([N+](=O)[O-])c1	-25%	nt	0%	0%	-32%	4	2.5	-6%	23
19	Cc1cc2oc(=O)cc(-c3ccccc3)c2c(C)c1-c1ccc(C#N)cc1	-2%	-10%	5%	10%	3%	nt	nt	3%&-5%	-3
20	C[C@H](CO)N1C[C@H](C)[C@@H](CN(C)Cc2ccncc2)Oc2c(NS(=O)(=O)c3cccs3)cccc2C1=O	?	15%	-2%	0%	5%	nt	nt	-2%	1
21	O=C1C(=O)N(CCCn2ccnc2)C(c2ccc(Cl)cc2)/C1=C(\O)c1ccc2c(c1)OCCO2 (centres undefined)	-9%	15%	-11%	-13%	1%	9	0.3	-1%	5
22	Cc1cc(N2CCN(C(=O)c3[nH]c(C(F)(F)F)nc3-c3ccccc3)CC2)c2ccccc2n1	?	nt	?	nt	nt	nt	nt	-3%	-5
23	CCSc1nnc(NC(=O)c2cc(OC)c(OC)c(OC)c2)s1	0%	7%	-3%	1%	19%	2	-0.3	-7%	-2
24	COc1ccc(C2CC(=O)Oc3cc4c(cc32)OCO4)cc1 (centres undefined)	?	-13%	0%	7%	7%	nt	nt	-5%&-3%	3
25	Cc1cccc(-c2nc3c4c(-c5ccccc5)c(-c5ccccc5)oc4ncn3n2)c1	-21%	-24%	1%	7%	-5%	nt	0.0	-5%	0
26	CCC(OC(=O)c1nsc(Cl)c1Cl)C(=O)NCCOC (centres undefined)	-13%	2%	3%	5%	-16%	1	-0.1	-3%	1
27	CCOC(=O)c1ccc2ncc(C(=O)OCC)c(NCCN3CCOCC3)c2c1	-62%	5%	1%	7%	30%	2	0.3	-2%	3
28	Cc1ccc(S(=O)(=O)N2CCCC2CNC(=O)C(=O)NCc2ccccn2)cc1 (centres undefined)	8%	-3%	2%	-4%	14%	13	-0.1	-3%	-2
29	O=C1CC(c2ccccc2)n2ncnc2N1 (centres undefined)	-9%	1%	1%	-1%	4%	-4	-1.8	-2%	-4
30	COc1ccc2c(c1)OC[C@H]1[C@H]2N2C(=O)CN(Cc3ccc(Cl)cc3)C(=O)[C@@]2(C)[C@H]1c1ccccc1	?	9%	-9%	1%	-2%	-10	1.1	-3%	-1
31	CC(C)(C)OC(=O)NN1CC(=O)N2Cc3ccccc3C[C@@H]2C1=O	90%[activator]	9%	-2%	3%	-17%	-5	-0.5	-6%	0
32	CCC(C)NC(=O)C1CCN(c2nc(C)cc(C)n2)CC1 (centres undefined)	-7%	1%	-4%	-2%	-19%	-5	-0.1	1%	3
33	CC(C)(C)OC(=O)N(Cc1ccccc1)Cc1ccccc1OCc1cccc(NC(=O)C2CCC2)c1	5%	11%	0%	3%	-5%	nt	nt	-3%	5
34	COc1ccccc1-c1cc2nc(C)cc(C)n2n1	496%[activator]	4%	0%	-2%	9%	-7	-0.5	8%	-1
35	CCOc1cccc2c1OC1(C)CC2NC(=O)N1c1cccc(F)c1 (centres undefined)	27%	1%	-5%	-8%	-24%	-16	-0.2	-3%	-9
36	Cc1nnc(SC(C)C(=O)Nc2sc3c(c2C#N)CCCC3)[nH]c1=O (centres undefined)	-21%	8%	-8%	-1%	10%	-13	-2.3	0%	-5
37	COc1ccccc1NC(=O)c1c(NC(=O)c2ccco2)sc2c1CCC(C(C)(C)C)C2 (centres undefined)	-15%	3%	0%	-7%	-13%	nt	0.5	0%	2
38	N/C(=N\OC(=O)C1CCCCC1)c1ccncc1	23%	-7%	2%	10%	2%	4	0.7	1%	-3
39	O=C(COc1ccc([N+](=O)[O-])cc1)N1CCc2ccccc2C1	18%	12%	-4%	-1%	-32%	-14	1.0	2%	-2
40	C=C(C)Cn1c(N2CC(C)CC(C)C2)nc2c1c(=O)[nH]c(=O)n2C (centres undefined)	?	-15%	1%	-2%	37%	-13	-1.7	1%	-12

Fetched one by one from the list above (5):
no.	compound	ALOX12 inh	ERG-DNA inh	Vif-APOBEC3G blk	Vif-A3F inh	RGS4 inhibitor	D2 antag	D2 ag	Glioma ERSR ind	LDHA block
26	CCC(OC(=O)c1nsc(Cl)c1Cl)C(=O)NCCOC (centres undefined)	-13%	2%	3%	5%	-16%	1	-0.1	-3%	1
40	C=C(C)Cn1c(N2CC(C)CC(C)C2)nc2c1c(=O)[nH]c(=O)n2C (centres undefined)	?	-15%	1%	-2%	37%	-13	-1.7	1%	-12
36	Cc1nnc(SC(C)C(=O)Nc2sc3c(c2C#N)CCCC3)[nH]c1=O (centres undefined)	-21%	8%	-8%	-1%	10%	-13	-2.3	0%	-5
33	CC(C)(C)OC(=O)N(Cc1ccccc1)Cc1ccccc1OCc1cccc(NC(=O)C2CCC2)c1	5%	11%	0%	3%	-5%	nt	nt	-3%	5
22	Cc1cc(N2CCN(C(=O)c3[nH]c(C(F)(F)F)nc3-c3ccccc3)CC2)c2ccccc2n1	?	nt	?	nt	nt	nt	nt	-3%	-5

(list continues)
no.	compound	ALOX12 inh	ERG-DNA inh	Vif-APOBEC3G blk	Vif-A3F inh	RGS4 inhibitor	D2 antag	D2 ag	Glioma ERSR ind	LDHA block
41	CN(CC(=O)Nc1ccccc1Cl)C(=O)c1cc2c(s1)CCCCC2	0%	13%	-10%	?	2%	nt	nt	-1%	-3
42	O=C(COCc1cc(-c2ccco2)on1)Nc1cccc(O)c1	-10%	1%	2%	0%	-11%	nt	-1.6	1%	3
43	COc1nc(N(C)C)nc(N(OC)S(=O)(=O)c2ccccc2Cl)n1	0%	-9%	0%	-5%	31%[11.4 µM]	2	0.0	-5%	-3
44	NC(=O)C(=O)NN=C1CCC(c2ccccc2)CC1 (centres undefined)	15%	-8%	1%	3%	9%	-8	0.0	-1%	-5
45	CC(=O)Nc1ccc(SCC(=O)c2c(N)n(Cc3ccccc3)c(=O)n(C)c2=O)cc1	-13%	3%	-1%	3%	-10%	-2	1.1	7%	-19
46	CCN(CC)CCCn1c(C)cc2c(c1=O)C(c1cccc(Cl)c1)C(C#N)=C(N)O2 (centres undefined)	0%	3%	-1%	-14%	15%	-10	-1.9	?	-2
47	Cc1nccn1-c1ccc(C(F)(F)F)cc1[N+](=O)[O-]	0%	5%	0%	-4%	-6%	-12	8.0	4%	5
48	CN(C)c1ccc(CNc2ccccn2)cc1	16%	8%	3%	-6%	-2%	-13	-0.8	4%	-3

From PubChem BioAssay
